# High-throughput results (PubChem)
# pCIP destab: compounds decreasing mouse p/CIP protein stability; AID 1984; decrease of EGFP signal, % at 10 µM; Q05BA5; 290,000 compounds, 0.01% hits; F442A p/CIP-EGFP cells, EGFP fluorescence, 16 h;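 active means EGFP signal decrease of at least 30% at 10 µM or well 3 SD below plate mean, unless failing retest; inactive means the rest, including hits failing retest or dose response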; further: some compounds called inactive have numbers as strong as hits; many of its hits are not listed in these tables
# MEKK2 WT-MEK5: raises or lowers MEK5 binding to wildtype human MEKK2 PB1 domain | bead flow cytometry, Alexa488-MEK5 binding to MEKK2 WT; actives lie on both sides | binding response (% of control), % at 10 µM | AID 1531 | 290,000 compounds, 1.1% hits | Q9Y2U5; in the data active means binding response below about 67% or above about 130%
# PfM18AAP inh: PfM18AAP enzyme inhibition | recombinant PfM18AAP, H-Glu-NHMec fluorogenic cleavage | inhibition, % at 7.35 µM | 290,000 compounds, 1.2% hits;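 active means inhibition above the campaign mean inhibition over all tested compounds plus 3 SD, cut at about 28% in these data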;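 further: 0% = plate median of test compound wells and 100% = 2 mM ZnCl2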
# IDE cell inh: inhibitors of human insulin-degrading enzyme in cells; HEK cells, FAbetaB cleavage, fluorescence polarization; inhibition, % at 5.59 µM; 320,000 compounds, 0.41% hits;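 active means percent inhibition above the average of all tested compounds plus 3 SD, set per screening campaign, cut at about 16% in these data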;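 further: IDE supplied by intact live HEK cells; FP after avidin binding of uncleaved biotin substrate so inhibition keeps polarization high; 0% = DMSO wells and 100% = 60 µM reference IDE inhibitor Ii1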
# Target sequence (P14735 whole entry, looked up): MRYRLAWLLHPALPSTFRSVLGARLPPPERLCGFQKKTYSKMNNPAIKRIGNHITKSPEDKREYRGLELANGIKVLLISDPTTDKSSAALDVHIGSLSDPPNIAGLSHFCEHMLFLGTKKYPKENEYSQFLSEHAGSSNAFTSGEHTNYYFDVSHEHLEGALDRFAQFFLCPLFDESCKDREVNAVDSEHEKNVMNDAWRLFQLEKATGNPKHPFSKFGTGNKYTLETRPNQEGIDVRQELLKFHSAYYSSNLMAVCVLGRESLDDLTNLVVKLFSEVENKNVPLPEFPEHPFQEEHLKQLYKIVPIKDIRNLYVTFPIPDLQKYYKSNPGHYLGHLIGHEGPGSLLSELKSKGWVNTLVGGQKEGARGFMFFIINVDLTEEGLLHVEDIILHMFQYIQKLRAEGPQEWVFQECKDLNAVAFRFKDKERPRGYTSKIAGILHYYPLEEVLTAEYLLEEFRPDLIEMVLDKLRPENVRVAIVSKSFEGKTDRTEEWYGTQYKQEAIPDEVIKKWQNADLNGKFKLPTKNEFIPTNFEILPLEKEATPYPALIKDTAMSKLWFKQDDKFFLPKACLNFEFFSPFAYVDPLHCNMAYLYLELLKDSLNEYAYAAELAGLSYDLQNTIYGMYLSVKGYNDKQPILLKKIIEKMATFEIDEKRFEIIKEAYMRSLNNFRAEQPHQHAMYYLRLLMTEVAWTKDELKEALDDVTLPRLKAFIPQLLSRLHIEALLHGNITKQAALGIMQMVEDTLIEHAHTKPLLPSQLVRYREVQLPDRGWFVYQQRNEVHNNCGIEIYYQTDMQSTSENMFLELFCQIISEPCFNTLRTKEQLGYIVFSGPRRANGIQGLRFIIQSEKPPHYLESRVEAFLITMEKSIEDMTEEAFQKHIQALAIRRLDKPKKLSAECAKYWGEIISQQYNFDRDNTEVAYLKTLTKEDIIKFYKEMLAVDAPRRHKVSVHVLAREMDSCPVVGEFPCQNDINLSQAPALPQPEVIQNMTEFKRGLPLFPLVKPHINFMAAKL
# SUMO HTRF inh: inhibitors of human SUMOylation (UBC9); 290,000 compounds, 0.36% hits; AID 2006; inhibition, % at 35 µM; HTRF SUMOylation assay, SAE1/SAE2 + UBC9, in vitro; in the data active means inhibition above about 50%, passing the limit was not always enough; further: strong numbers were not always called active
# NALP1 inh: NALP1 inhibition. S. cerevisiae NALP1/ASC/caspase-1 growth, X-gal OD620, 72 h. 280,000 compounds, 0.61% hits. inhibition, % at 10 µM. AID 2071; in the data active means inhibition mostly above about 24%, no sharp cut-off; inactive means mostly below about 32%; further: some compounds called inactive have numbers as strong as hits
# MEKK3 PB1 HTS: raises or lowers MEK5 binding to the human MEKK3 PB1 domain | Q99759 | binding response (% of control), % at 10 µM | bead-based flow cytometry, Alexa488-MEK5 binding to MEKK3; actives lie on both sides; 0 = blocked by unlabeled MEK5, 100 = vehicle | AID 1529 | 290,000 compounds, 1.4% hits;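 active means binding response more than 3 SD above or below the average of its plate-row segment, actives on both sides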;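 further: Alexa488 bead fluorescence after subtracting the streptavidin-only scavenger bead signal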
# MEKK2 mut-MEK5: signal of MEK5 binding to mutant human MEKK2 PB1 domain | bead flow cytometry, Alexa488-MEK5 binding to MEKK2 mutant | 290,000 compounds, 0.35% hits | percent response, % at 10 µM; in the data active means percent response above about 24%, passing the limit was not always enough; further: inactives centre near 1; some results filed as inactive read as strong as hits; reference of the scale not given here
# IDE cell activ: boosts human insulin-degrading enzyme activity in HEK cells. FAbeta-B cleavage, fluorescence polarization; 0% vehicle, 100% cell-free pure enzyme wells. 340,000 compounds, 0.073% hits. AID 493087. P14735. activation, % at 5.96 µM;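 active means activation above the mean of all tested compounds plus 3 SD, set per screening campaign, cut at about 17% in these data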
# * hit, by the source's call; . = not tested or not shown; [ ] = dose if it differs, or a comment. Only part of the results is shown, so the mix of outcomes need not match the whole.
SMILES,pCIP destab,MEKK2 WT-MEK5,PfM18AAP inh,IDE cell inh,SUMO HTRF inh,NALP1 inh,MEKK3 PB1 HTS,MEKK2 mut-MEK5,IDE cell activ
O=S(=O)(c1cccc2nonc12)N1CCN(c2ccccc2F)CC1,0,99,7,-3,15,-16,102,2,5
O=C(Nc1ccc(Cc2ccc(NC(=O)N3CCOCC3)cc2)cc1)N1CCOCC1,-1,100,-9,-2,4,6,93,-2,9
CN(c1ccc(C(=O)Nc2ccccc2Sc2ccccc2)cc1)S(C)(=O)=O,-14,98,-3,6,4,-16,106,6,-4
CCOC(=O)c1sc(NC(=O)c2c(OC)cccc2OC)nc1C,-10,103,1,5,10,4,98,0,6
O=C(CCC(=O)OCc1ccc(Br)cc1)Nc1ccccc1,-9,95,-13,5,10,25,95,-2,-4
O=C(CCNC(=O)c1ccc([N+](=O)[O-])cc1)Nc1ccccc1N1CCOCC1,-2,82,-5,8,7,31,72,-10,-5
Nc1c(-c2ccccc2)cnc2cc(-c3ccccc3)nn12,12,94,2,.,15,6,96,-7,-2
O=C(Cn1c(=O)n(CC(=O)N2CCCCC2)c(=O)c2sccc21)NCc1ccccc1,-10,104,-5,-3,5,10,105,4,-1
CCc1nn(C(C)C(=O)Nc2cccc(C)c2C)c(=O)c2cc3occc3n12 (stereo not given),1,95,-14,2,0,6,95,-5,3
Cc1c(C(=O)NCc2ccc3c(c2)OCO3)cccc1[N+](=O)[O-],-16,103,1,0,0,11,99,2,-2
COc1ccccc1C1=CC(=O)CCC1,.,98,.,-3,.,.,94,-1,0
O=C(NCCc1ccccc1)C(=O)NCC1OCCN1S(=O)(=O)c1ccc(F)cc1 (stereo not given),-12,102,5,-2,7,-2,101,3,6
O=C(NC(=S)Nc1ccccc1N1CCCC1)c1ccco1,-5,70,11,3,22,2,69,-15,.
O=C1Nc2ccccc2N(O)N1c1cc(-c2ccccc2Cl)no1,7,96,0,-2,-5,38,99,-3,1
COc1ccc(OCc2n(CC(=O)OC3CC(C)CCC3C(C)C)c3ccccc3[n+]2C)cc1 (stereo not given),-34,162*,4,0,4,.,111,40,18*
O=C(NCC(=O)N1CC(O)CC1C(=O)N1CC(O)CC1C(=O)OCc1ccccc1)OCc1ccccc1 (stereo not given),20,107,-1,4,-5,12,108,0,6
COC(=O)Nc1ccc(S(=O)(=O)N2CCCC(C(=O)N3CCCCC3)C2)cc1 (stereo not given),-10,100,-2,5,12,-1,101,-1,5
Cc1cc(C)c(C#N)c(SCC(=O)N(C)C2CCCCC2)n1,-18,104,5,2,-1,-10,103,-3,2
CCO[C@H]1OC(C(=O)NC2CC2)=C[C@@H](C2CC2)[C@@H]1CCCO,12,105,2,1,-13,14,104,5,0
Nc1c(C(=O)c2ccc(Cl)cc2)sc2c1c(=O)[nH]c(=O)n2-c1ccccc1,-8,82,0,2,18,30,101,7,3
COc1ccc(NC(=O)C2Cc3ccccc3CN2C(=O)c2ccccc2)cn1 (stereo not given),-7,107,-7,1,-5,2,106,3,-2
COc1ccc(NC(=O)c2cc(-c3ccccc3Cl)on2)cc1OC,-10,108,1,1,8,9,108,2,0
O=c1c2c(ncn1CCO)nc1n2CCC1,-11,109,-9,3,-7,-6,97,3,-1
CCOc1ccc(CN(C)C(=O)NNC(=O)c2ccc(C)cc2)cc1OC,18,100,-1,2,-5,-12,99,-4,2
CN=C1CC(C)(C)CC(=O)/C1=C(/O)CCCN1C(=O)c2ccccc2C1=O,3,100,2,-1,0,14,101,-4,4
COc1ccc(OC)c(NC(=O)CNC(c2ccccc2)c2ccccc2)c1,-6,98,-3,5,7,7,101,1,-1
O=C(NC1CCCC1)c1cccc(NC(=O)c2ccco2)c1,-2,101,0,1,-4,14,105,4,-3
Cn1c(C(=O)N2CCCC(C(=O)O)C2)cc2sccc21 (stereo not given),-4,103,-2,5,-17,11,104,1,-1
COc1ccc(/C=C(/C#N)C(=O)Nc2cccc(C)c2C)cc1C(=O)O,-7,100,5,8,6,41,100,10,5
COc1ccc(S(=O)(=O)N2CCOCC2)cc1NC(=O)c1ccccc1C,5,97,-7,0,8,16,101,-5,5
Cc1cc(NC(=O)c2cccc([N+](=O)[O-])c2)no1,5,110,-3,6,17,.,111,18,7
Cc1cc(C)nc(SCCN(C)C)n1,-7,87,1,-3,15,14,98,-10,0
CC(C)c1ccc(NC(=O)N2CCCC2C(=O)Nc2ccc(-n3cnnn3)cc2)cc1 (stereo not given),0,86,10,3,-2,-1,95,-5,3
O=C(O)c1ccccc1C(=O)NNc1ccc(Cl)cc1Cl,-6,101,-2,6,-1,13,100,-2,-2
CCOC(=O)CNC(=O)CSc1nnc(-c2c[nH]c3ccccc23)n1CC,5,101,-10,4,12,.,101,1,8
COC(=O)c1ccc(C(=O)OC)c(NC2=NS(=O)(=O)c3ccccc32)c1,3,104,4,-2,12,15,99,-1,-7
O=C(c1cc2cc([N+](=O)[O-])ccc2oc1=O)n1cccn1,-7,101,2,4,-12,12,100,1,1
O=C(CN1C(=O)c2ccccc2C1=O)Nc1cccnc1,5,102,5,-8,12,5,103,-3,-5
Cc1ccc(N2C(=O)c3ccc(C(=O)O)cc3C2=O)cc1C,-1,91,-1,5,16,46,98,-3,4
N#Cc1ccccc1NC(=O)CSc1nnc(-c2ccc(F)cc2)n1-c1ccccc1,2,.,0,.,10,.,.,.,2
CC(NC(=O)Cc1ccccc1)C1COc2ccccc2O1 (stereo not given),-9,100,-1,-3,-7,19,104,-2,0
O=C(CNC(=O)c1nc[nH]c1C(=O)NCc1ccccc1)OCc1ccccc1,-5,104,6,7,-15,-44,102,-2,5
COc1ccc([N+](=O)[O-])cc1N(CC(=O)NCCSc1ccccc1)S(C)(=O)=O,5,95,0,0,9,7,97,-6,3
Nc1nnc(SCC(=O)NC2CCCCC2)s1,6,115,-8,5,5,-49,113,7,3
O=c1[nH][nH]c(=S)n1C1CCCCC1,7,102,58*,2,11,10,103,2,.
CCOC(=O)c1[nH]ncc1CN1CCCC(C(=O)c2ccc(OC)c(OC)c2)C1 (stereo not given),12,93,4,-4,8,-2,95,-9,1
O=C(O)c1ccc(S(=O)(=O)NC2CCCc3ccccc32)cc1 (stereo not given),1,104,10,6,7,6,99,-1,3
O=C(c1ccc(-n2cccc2)cc1)N1CCN(Cc2ccccc2)CC1,-8,88,-10,-1,-18,1,89,-9,2

# Single records (already shown). Screens in order: pCIP destab | MEKK2 WT-MEK5 | PfM18AAP inh | IDE cell inh | SUMO HTRF inh | NALP1 inh | MEKK3 PB1 HTS | MEKK2 mut-MEK5 | IDE cell activ
# Entry for `CCOC(=O)c1[nH]ncc1CN1CCCC(C(=O)c2ccc(OC)c(OC)c2)C1` (stereo not given) = 12 | 93 | 4 | -4 | 8 | -2 | 95 | -9 | 1
# Entry for `CC(NC(=O)Cc1ccccc1)C1COc2ccccc2O1` (stereo not given) = -9 | 100 | -1 | -3 | -7 | 19 | 104 | -2 | 0

# The results go on:
SMILES,pCIP destab,MEKK2 WT-MEK5,PfM18AAP inh,IDE cell inh,SUMO HTRF inh,NALP1 inh,MEKK3 PB1 HTS,MEKK2 mut-MEK5,IDE cell activ
O=C(NC(Cc1ccccc1)C(=O)O)c1cccnc1Cl (stereo not given),-6,105,-4,1,-13,-8,106,7,0
CCOC(=O)c1nnn(-c2nonc2N)c1CN(CC)c1ccccc1,3,89,-13,1,5,-8,98,-1,4
O=S(=O)(c1ccccc1)N1CCN(CC2CC3C=CC2C3)CC1 (stereo not given),0,102,-1,3,0,18,99,-6,3
COc1ccc(S(=O)(=O)Nc2ccc(O)c(Sc3nc4ccccc4s3)c2)cc1,-5,88,-10,0,0,-8,93,-2,-6
Cc1ccc(C2C3=C(CC(C)(C)CC3=O)NC3=C2C(=O)CC(C)(C)C3)o1,1,98,2,6,-5,6,95,-1,-6
Cn1ccnc1SCC(=O)NC1CC1,1,93,-7,-4,-1,10,96,-6,1
Nc1nnc(N2CCc3ccccc32)s1,8,101,6,-2,-3,14,100,3,3
COc1cccc(-c2nc(CS(=O)(=O)CC(=O)NC3CCCCCC3)c(C)o2)c1,-7,98,2,2,9,-3,100,-1,5
COc1ccc(NC(=O)c2cc(S(=O)(=O)N3CCCC3)c[nH]2)cc1,2,100,-2,2,-1,11,97,-2,5
O=C(/C(C=Nc1cc2c(oc1=O)CCCC2=O)=C(\O)c1ccccc1)c1ccccc1,16,91,6,-3,-7,4,94,-6,0
Cc1ccc(CS(=O)Cc2ccc(C(=O)NC3CCCCC3)o2)cc1 (stereo not given),-2,98,-6,-2,-12,37,99,-1,2
CCN(CC)c1ccc(NC(=O)COC(=O)C23CCC(=O)N2c2ccccc2S3)cc1 (stereo not given),-5,95,-2,1,-4,38,75,-5,-2
COc1ccc(C(=O)NC(=S)Nc2cccc(NC(=O)c3ccco3)c2)cc1[N+](=O)[O-],-2,104,-12,-3,8,16,99,14,0
Cc1ccc(-c2nc3ccsc3c(=O)[nH]2)cc1,-6,94,-17,1,-3,14,98,-7,7
Nc1cccnc1Oc1ccc(F)cc1F,-6,103,4,4,6,2,103,1,9
CCc1ccc(C2N3CC4([N+](=O)[O-])CN2CC([N+](=O)[O-])(C3)C4(C)C)cc1 (stereo not given),-5,84,-8,-2,-2,33,104,3,-2
O=C(Nc1ccc(Cl)c(C(F)(F)F)c1)c1ccncc1,-16,5.0*[inhibitor],-2,3,4,2,2.0*[inhibitor],-46,-1
CC(C)C(c1nnnn1Cc1ccc(F)cc1)N1CCSCC1 (stereo not given),-6,102,4,1,10,-1,104,4,0
O=C1CCCN1C(=O)CCC(=O)N1CCCC1=O,2,103,4,5,22,9,97,4,2
CCn1ccnc1CN(C)Cc1cn(-c2cccc(C)c2)nc1-c1cccc(F)c1,-6,131,-4,-2,22,1,104,12,11
Nc1nc2c(nc(SCc3ccccc3Br)n2C2OC(CO)C(O)C2O)c(=O)[nH]1 (stereo not given),6,80,4,1,-1,13,93,-14,6
CN(CCOc1ccccc1)Cc1nc2cc(Cl)ccc2c(=O)[nH]1,0,101,-14,-4,-5,1,106,-2,1
CCOC(=O)NCc1ccc(S(=O)(=O)Nc2c(C)cccc2C)cc1,2,94,3,1,-6,7,95,1,3
O=c1[nH]c(NCCO)nnc1Cc1ccccc1,-2,99,-8,-4,.,13,94,-9,3
COC(=O)C1=C(C)NC2=C(C(=O)CC(C)(C)C2)C1c1cccc(C)n1 (stereo not given),15,100,8,-2,0,-4,100,-1,-1
N#Cc1ccccc1OCC(=O)NCC(c1cccs1)N1CCOCC1 (stereo not given),3,115,-4,-6,9,13,104,9,3
Cc1ccc(NC2CCCN(C(=O)c3cc4ncccn4n3)C2)cc1C (stereo not given),15,95,13,7,-15,-19,96,-8,6
O=C(NNc1ccc([N+](=O)[O-])cc1)C1C2CCCCC21 (stereo not given),-2,119,59*,-4,4,36,104,40,-2
CCOc1cc(C2C(C(=O)c3ccccc3)=C(C(=O)OC)Nc3nnnn32)ccc1O (stereo not given),-4,101,18,8,0,38,101,3,2
CCSc1nnc2ccc(-c3cccs3)nn12,7,99,1,10,28,-8,106,-4,4
COc1ccc(C)cc1N(C)C(=O)Cc1c(C(=O)O)n(C)c2ccccc12,-9,103,-16,-5,21,-5,103,6,3
